# Salmonella PhoP GFP – PhoP regulon inhibitors, Salmonella typhi PhoP promoter GFP reporter, confirmatory (AID 1850); Salmonella Typhi PhoP-promoter GFP reporter, fluorescence, 4 h; higher % means a stronger effect; inhibition, % at 50 µM; hits with a dose series show IC50 in µM; 310,000 compounds, 0.33% hits; in the data active = a potency from the dose series; inconclusive = inhibition mostly from about 25% at the one dose, without a potency; inactive = the rest, 99 in 100 with inhibition below about 19%;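 also: 0% = induced wells with vehicle and 100% = uninduced wells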
# inhibitors of VEEV – inhibitors of VEEV TC-83 cytopathic effect, confirmation, Vero cells (AID 588727). one-dose inhibition, % at 20 µM; IC50 in µM for titrated hits. Vero cells, VEEV TC-83 cytopathic effect inhibition; higher % means a stronger effect. 350,000 compounds, 0.13% hits; in the data active = a potency from the dose series; inconclusive = inhibition mostly from about 14% at the one dose, without a potency; inactive = the rest, 99 in 100 with inhibition below about 12%; also: strong numbers were not always called active
# H1N1 NS1A inhibition – H1N1 influenza NS1A inhibitors, functional cell based assay (AID 504329); NS1A functional cell-based assay, percent inhibition; higher % means a stronger effect; inhibition, % at 12.5 µM, or IC50 in µM where a hit was titrated; 340,000 compounds, 0.3% hits; in the data active = a potency from the dose series; inconclusive = inhibition above about 27% without an active follow-up result; also: strong numbers were not always called active
# M. tuberculosis – growth inhibition of non-replicating M. tuberculosis (AID 488890); Mycobacterium tuberculosis non-replicating, growth inhibition; higher % means a stronger effect; one-dose inhibition, % at 25 µM; IC50 in µM for titrated hits; 320,000 compounds, 0.39% hits; in the data active = a potency from the dose series; inconclusive = inhibition mostly from about 82% at the one dose, without a potency; inactive = the rest, 99 in 100 with inhibition below about 76%;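 also: plate controls were DMSO cells for no effect and high antibiotic wells for full effect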
# M. tuberculosis HTS – M. tuberculosis growth inhibition, HTS (AID 449762) | M. tuberculosis H37Rv growth inhibition, 7H9 media; higher % means a stronger effect | one-dose inhibition, % at 25 µM; IC50 in µM for titrated hits | 330,000 compounds, 0.59% hits; in the data active = a potency from the dose series; inconclusive = inhibition above about 70% without an active follow-up result;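 also: bacterial growth assessed after seven days of incubation; strong numbers were not always called active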
# An asterisk follows results filed as active; i = inactive; ? = inconclusive; . = no result given.
mol | Salmonella PhoP GFP | inhibitors of VEEV | H1N1 NS1A inhibition | M. tuberculosis | M. tuberculosis HTS
O=C1C2C(C(=O)N1/N=C/c1cccc([N+](=O)[O-])c1)C1C=CC2C12CC2 (configuration not stated) | 12% | i | -2% | -1% | -8%
COCCCNC(=O)CCc1c(C)nc2c(-c3ccc(F)cc3)c(C)nn2c1C | 8% | i | 2% | 5% | -2%
CCN1CCC(O)(C(C(=O)O)c2ccccc2)CC1 (configuration not stated) | . | i | -2% | . | .
CCOC(=O)C1(CCc2ccccc2)CCN(Cc2cccc3cnccc23)CC1 | 1% | 1.6% | -15% | 28% | ?
CC(C)(C)OC(=O)[C@H](Cc1ccccc1)NC(=O)c1nc[nH]c1C(=O)NC1CCNCC1 | 0% | 0.5% | -5% | -4% | 0%
Cc1ccnc(NC(=O)C2CCCN(S(=O)(=O)c3cnc[nH]3)C2)c1 (configuration not stated) | -3% | 0.8% | -6% | -8% | 1%
CC(NC(=O)COC(=O)CCc1ccc(S(=O)(=O)N2CCOCC2)cc1)C1CC2CCC1C2 (configuration not stated) | -4% | i | -16% | 33% | -1%
Cc1cc(C)n(-c2ccc(C(=O)OCC(=O)Nc3ccc(S(=O)(=O)N4CCOCC4)cc3)cc2)n1 | 11% | 3.8% | 14% | 21% | -4%
COCc1cc(=O)[nH]c(-c2csc(C)n2)n1 | 4% | i | 0% | -18% | -17%
CCOC(=O)N1CCN(CCC(=O)Nc2cc(OC)ccc2OC)CC1 | 4% | 1.0% | -4% | 8% | 6%
COc1ccc(F)c(-c2nc(CN3CCN(C(=O)c4ccco4)CC3)c(C)o2)c1 | 13% | 2.8% | -5% | -17% | 1%
CC1=C[C@H]2OC(=O)[C@@H](C)[C@H]2C[C@@H]2[C@H]1C[C@@H](O)[C@@]2(C)O | -1% | 0.3% | -3% | -4% | 10%
O=C(CC12CC3CC(CC(C3)C1)C2)NC(Cc1ccccc1)C(=O)O (configuration not stated) | -9% | 0.7% | -2% | -2% | 3%
CCCCCCn1c(N2CCC(C)CC2)nc2c1c(=O)[nH]c(=O)n2C | -3% | 5.8% | 7% | 24% | 8%
Cc1ccc(-c2noc(CCCOc3ccc(Cl)cc3Cl)n2)cc1 | -8% | i | -1% | 18% | -30%
CCOc1ccc(CNc2ccc3c(c2)ncn3C(C)(C)C)cc1 | 14% | i | -11% | 55% | -3%
COc1ccc(N2C(=O)CC(Sc3nc4ccccc4s3)C2=O)cc1OC (configuration not stated) | -4% | i | 4% | i | ?
C=C1CCN(CC(=O)OC)S(=O)(=O)c2ccccc21 | -25% | i | -10% | -3% | 2%
O=C(O)C1C2CCC(C2)C1C(=O)NCCc1ccccc1 (configuration not stated) | -3% | 0.9% | -6% | -12% | -4%
O=c1c2ccccc2c(-c2ccccc2)nn1-c1cc(Cl)cc(Cl)c1 | 8% | i | . | 3% | 19%
COc1cccc(CNC(=O)c2cc(C3CC3)nc3c2cnn3C(C)C)c1 | . | 8.2% | -16% | 23% | 11%
CCOC(=O)C(NC(=O)CC(C)C)(Nc1sc(C)c(CC)c1C#N)C(F)(F)F (configuration not stated) | 1% | 1.6% | -1% | -11% | -4%
COC(=O)c1sccc1NC(=O)c1ccc2c(c1)OCO2 | 3% | i | -8% | -8% | 2%
O=C(CN1C(=O)C(=O)c2ccccc21)NCCc1ccccc1 | -7% | 3.8% | -4% | 13% | -2%
O=C(N/N=C\c1cc2c(cc1Cl)OCO2)c1ccc(Br)s1 | -3% | i | 17% | -3% | -1%
COc1ccc(CN(C(=O)CSc2nnc(-c3ccccc3F)o2)c2ccc(F)cc2)cc1 | -49% | 2.5% | 2% | -30% | -12%
Cc1ccc(-c2nnc(CCC(=O)NCC3C4CC5CC(C4)CC3C5)o2)s1 (configuration not stated) | 5% | 1.8% | 8% | 16% | -8%
Cc1csc(SCC(=O)NC(=O)NC2CCCC2)n1 | 1% | 0.3% | . | 31% | -2%
COCCCNC(=O)CCN1C(=O)COc2ccccc21 | 0% | 0.3% | 1% | 1% | -4%
Cc1cc(C[n+]2cc(Br)ccc2N)c2ncccc2c1 | 19% | i | -10% | 10% | 2%
COC(=O)C1CCN(C(=O)c2ccc3nccnc3c2)CC1 | -9% | 1.3% | 8% | -10% | -3%
Cc1ccc(CNC(=O)c2ccc(OCC3CCCO3)cc2)cc1 (configuration not stated) | 0% | 1.1% | -12% | 11% | -4%
CCc1ccc(NC(=O)C2CCN(S(=O)(=O)c3ccc4c(c3)N(C(C)=O)CCO4)CC2)cc1 | 0% | 7.1% | 2% | 36% | 21%
Cc1ccc(S(=O)(=O)N2CCN(c3ccnc4cc(Cl)ccc34)CC2)cc1C | 10% | 4.6% | 3% | 35% | 17%
CC(=O)OCc1nc2ccccc2s1 | -2% | 1.9% | -1% | -1% | -7%
CN(C(=O)CSc1nnnn1-c1ccccc1)C1CCS(=O)(=O)C1 (configuration not stated) | 5% | 1.1% | -2% | -4% | -2%
Cc1cccc(C(=O)Nc2cccc(OC(=O)c3cccc(C)c3)c2)c1 | 2% | 7.4% | -6% | . | -1%
O=C(c1ccccc1)c1cccn1CC(=O)N1CCCCCC1 | -25% | 0.4% | -4% | 2% | 1%
C=CCn1c(COc2ccc(Cl)cc2)nnc1SCC(=O)N/N=C/c1ccccc1 | 0% | 1.9% | 26% | 12% | -9%
CC(C)C(=O)Nc1ccccc1C(=O)N/N=C/c1ccc([N+](=O)[O-])cc1 | -2% | 8.8% | -2% | -2% | -12%
O=C1[C@@H]2Cc3c([nH]c4ccccc34)C(c3cccc(Br)c3)N2C(=O)CN1C1CCN(Cc2ccccc2)CC1 (some centres not stated) | 1% | 8.4% | 21% | 60% | ?
OC(CNCc1ccco1)Cn1c2ccccc2c2ccccc21 (configuration not stated) | 1% | i | -2% | 75% | 9%
CO/N=C/c1ccc(Oc2ccc(C)cc2)c([N+](=O)[O-])c1 | 6% | 4.3% | -11% | 29% | -1%
CC(C)(C)NC(=S)NCc1cccnc1 | -7% | 2.2% | -7% | 10% | -2%
Cc1nc(C)n(CC(C)C(=O)N2CCN(S(=O)(=O)c3ccc(Cl)cc3)CC2)n1 (configuration not stated) | 3% | i | -4% | -2% | -5%
Cc1cccc2cc(C#N)c(SCc3nnc(-c4ccccc4[N+](=O)[O-])o3)nc12 | -3% | 0.4% | 0% | -19% | 2%
O=P(Nc1ccccc1)(Nc1ccccc1)Oc1cccc(Cl)c1 | -7% | 0.3% | 2% | 20% | -6%
CCOc1cc2c(cc1OCC)C(c1ccccc1)N(c1ccccc1)C(=O)C2 (configuration not stated) | -4% | 0.6% | 0% | -3% | 0%
CC(=O)c1ccc(NC(=O)c2ccc3nc(C)sc3c2)cc1 | 6% | 0.7% | -13% | 27% | -5%
O=C(CCN1C(=O)/C(=C/c2ccccc2Cl)SC1=S)NC1CCS(=O)(=O)C1 (configuration not stated) | 8% | 2.4% | -3% | 3% | 8%
C=CCN1C(=O)c2ccc(C(=O)N3CCN(c4ccccc4OC)CC3)cc2C1=O | 2% | 1.8% | -2% | -12% | 1%
COc1ccc(-n2c(CCc3ccccc3)nnc2SCC(=O)c2ccccc2)cc1 | -8% | 2.6% | 15% | 3% | 2%
COc1ccc(-c2nc3c(n2O)CCC/C3=N\O)cc1 | -3% | i | 6% | . | .
COc1cc(/C=C/C(=O)O)cc(S(=O)(=O)Nc2ccccc2C(=O)NCCc2ccccc2)c1OC | -1% | 2.4% | -9% | -3% | 0%
COc1ccc(Br)cc1/C=C/C(=O)Nc1c(C)cccc1C | -14% | i | -9% | 23% | 68%
CCOc1ccccc1NC(=O)NCCC1=CCCCC1 | -5% | 0.1% | 7% | 32% | 1%
O=C(O)CC(c1cccc([N+](=O)[O-])c1)N1Cc2ccccc2C1=O (configuration not stated) | -1% | 1.2% | 7% | -8% | 2%
CCOc1cc2[nH]c(=S)n(CCCN3CCCC3=O)c(=O)c2cc1OCC | -3% | 2.5% | -3% | 11% | -1%
CCOc1ccc(N2CC(C(=O)N3CCN(C(=O)c4ccco4)CC3)CC2=O)cc1 (configuration not stated) | -12% | 1.3% | 4% | 15% | 7%
COc1ccc(NC(=O)C(OC(=O)Cn2cnc3c2c(=O)n(C)c(=O)n3C)c2ccccc2)cc1Cl (configuration not stated) | . | i | 0% | . | .

# The list goes on.
mol | Salmonella PhoP GFP | inhibitors of VEEV | H1N1 NS1A inhibition | M. tuberculosis | M. tuberculosis HTS
COCCn1c(-c2ccc(Br)cc2)nc2oc3cc(OC)ccc3c(=O)c2c1=O | 9% | 7.6% | . | 23% | 27%
Cc1cc(OC(C)C(=O)NCc2cccnc2)c2c(C)c(Cc3ccccc3)c(=O)oc2c1 (configuration not stated) | 3% | i | 4% | 14% | -2%
Cc1ccc2ccc(S(=O)(=O)NCc3ccccn3)cc2c1 | 6% | 4.1% | 1% | 42% | -3%
Cc1nc2ccccc2c2oc(C(=O)NCCN3CCCCC3C)cc12 (configuration not stated) | 1% | 0.3% | 9% | 23% | 1%
CCSc1nnc(NC(=O)CSc2nnc(CNC(=O)c3ccc(OC)c(OC)c3)o2)s1 | -15% | 0.4% | 2% | -19% | -2%
O=C(C1CCN(S(=O)(=O)c2cccs2)CC1)N1CCN(c2ccccc2O)CC1 | . | 7.6% | -8% | 16% | -3%
O=C(C1CCN(C2CCN(Cc3ccc4cc(F)ccc4n3)CC2)CC1)N1CCCC1 | -2% | i | -5% | -5% | 0%
CCOc1cc(/C=N/N=C2/NC(=O)C(CC(=O)O)S2)ccc1OCc1ccc(Cl)cc1 (configuration not stated) | -1% | 0.3% | -3% | -16% | 2%
COc1ccc(-c2nc(CN(Cc3cnn(C)c3)C(C)C)c(C)o2)c(OC)c1 | -2% | 0.8% | 2% | 11% | -3%
COc1cccc(NC(=O)COc2coc(CN3CCc4ccccc4C3)cc2=O)c1 | 1% | 2.4% | 4% | -14% | 1%
COCCSc1nnc(NS(=O)(=O)c2ccccc2)s1 | 0% | 2.5% | 0% | 2% | -2%
Nc1c(C(=O)Nc2ccccc2Cl)nnn1-c1ccc2c(c1)OCCO2 | 6% | 2.6% | 2% | -6% | 17%
COc1cccc(CN(C)C(=O)C2CCN(S(=O)(=O)c3ccc(C)cc3)CC2)c1OC | . | 0.5% | 6% | 6% | -1%
CN(Cc1ccco1)C(=O)c1ccc(OC2CCN(Cc3ccccn3)CC2)cc1 | 4% | 0.7% | -1% | -1% | -3%
O=C(COC(=O)CN1C(=O)C2CCCCC2C1=O)Nc1cc(F)ccc1F (configuration not stated) | . | 2.2% | 8% | . | .
O=C(COC(=O)c1cn(-c2ccccc2)nc1-c1ccc(F)cc1)Nc1ncc(Cl)cc1Cl | 5% | 1.3% | -9% | -9% | -1%
CC1=NN(C(=O)Cn2nc([N+](=O)[O-])cc2C)C(O)(C(F)(F)F)C1 (configuration not stated) | -4% | 1.2% | -3% | . | -1%
COc1ccccc1N1CCN(C(=O)Cn2nnc(-c3cccs3)n2)CC1 | -3% | 0.1% | -2% | 12% | 1%
Cc1c(NC(=O)CSCc2ccccc2)cccc1C(=O)O | -4% | 0.6% | -23% | 35% | 17%
CCCCCCCCCC(=O)Nn1cnc2ccccc2c1=O | -5% | 0.6% | -3% | -52% | 12%
COCCNC(=O)CSc1ccccc1C(=O)NCC1CCCCC1 | 0% | 1.0% | -1% | 7% | -1%
Cc1cc(C)n(-c2nc3ccccc3c(=O)n2OCC(=O)Nc2c(C)cccc2C)n1 | -2% | 6.8% | -2% | 71% | 60%
CCOc1ccccc1CNC(=O)CCNS(=O)(=O)c1ccc2[nH]c(=O)oc2c1 | 9% | 0.7% | 6% | 10% | -4%

# Screening results (PubChem)
